DNA FID counter = fluorescent intercalator displacement, NS3 helicase counter-screen; DNA fluorescent intercalator displacement, fluorescence; inhibition, % at 7.9 µM; 0.17% of 290,000 active; in the data active = inhibition above about 37%;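 also: 0% = vehicle and 100% = reference compound; higher means more ethidium bromide displaced from hairpin DNA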
PHOSPHO1 inh = PHOSPHO1 (human) inhibition; inhibition, % at 13.3 µM; recombinant PHOSPHO1, absorbance phosphatase assay; Q8TCT1; 1.1% of 290,000 active; in the data active = inhibition above about 60%
VIM-2 inh = blocks Pseudomonas aeruginosa VIM-2 metallo-beta-lactamase; purified VIM-2, nitrocefin hydrolysis, epi-absorbance fluorescence; 0.89% of 290,000 active; inhibition, % at 5.6 µM; AID 1527;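 active = inhibition above the mean of all tested compounds plus 3 SD, cutoff set per screening run, cut at about 7.5% in these data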;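 also: red hydrolysis product quenches plate fluorescence so inhibitors raise well fluorescence; 0% = enzyme with DMSO and 100% = DMSO without enzyme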
IMP-1 inh = inhibitors of Pseudomonas aeruginosa IMP-1 metallo-beta-lactamase. AID 1556. 0.45% of 290,000 active. inhibition, % at 5.6 µM. purified IMP-1, nitrocefin hydrolysis, epi-absorbance fluorescence;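 active = inhibition above the mean plus 3 SD of all compounds in the same screening run, cut at about 4.5% in these data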;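 also: 0% = IMP-1 with DMSO and 100% = DMSO wells lacking enzyme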
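assay system = purified recombinant IMP-1 metallo-beta-lactamase enzyme | schedule = 15 min preincubation plus 25 min reaction at 25 °C | signal = Epi-absorbance fluorescence, 480 nm excitation, 530 nm emission | read-out basis = percent inhibition from optical density relative to buffer-blank wells | controls = IMP-1 with DMSO as 0%, enzyme-free DMSO as 100%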
OXTR agonist = activates the human oxytocin receptor. P30559. CHO-OTR cells, Fluo-8 calcium fluorescence; normalized: DMSO 0%, oxytocin 100%. activation, % at 3 µM. 0.32% of 320,000 active. AID 2435;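 active = activation above the mean of all tested compounds plus 3 SD, cutoff set per screening run, cut at about 20% in these data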;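 also: peak over basal fluorescence ratio from a 100 s FLIPR kinetic read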
GalR3 antagonist = human GalR3 antagonism | O60755 | HEK293 GalR3-CNG cAMP membrane potential fluorescence; galR3 body fused to GalR1 C-terminus | inhibition, % at 3 µM | 0.44% of 360,000 active;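 active = inhibition above the screen-wide average plus 3 SD, cut at about 13% in these data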;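 also: forskolin and galanin both at EC90 stimulate the cells; cAMP rise reported by CNG channel membrane potential dye signal; 0% = forskolin plus galanin with DMSO and 100% = forskolin alone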
Target sequence (O60755 1-299 limits assumed): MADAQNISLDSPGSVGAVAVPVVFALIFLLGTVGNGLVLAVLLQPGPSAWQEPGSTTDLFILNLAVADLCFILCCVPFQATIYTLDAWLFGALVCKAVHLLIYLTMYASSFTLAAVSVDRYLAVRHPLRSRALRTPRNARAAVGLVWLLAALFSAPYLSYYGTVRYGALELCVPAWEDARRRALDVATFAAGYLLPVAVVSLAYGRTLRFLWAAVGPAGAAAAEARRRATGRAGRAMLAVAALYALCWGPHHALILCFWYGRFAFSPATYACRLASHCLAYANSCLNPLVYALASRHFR
GPR7 antag = human neuropeptides B/W receptor 1 antagonism; 1.1% of 290,000 active; GPR7-expressing cells, fluorescence antagonist assay; inhibition, % at 4.4 µM; in the data active = inhibition above about 16%, passing the limit was not always enough;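 also: cells stimulated with the agonist NPW; 0% = agonist with vehicle and 100% = vehicle without agonist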
Target sequence (P48145 whole entry, looked up): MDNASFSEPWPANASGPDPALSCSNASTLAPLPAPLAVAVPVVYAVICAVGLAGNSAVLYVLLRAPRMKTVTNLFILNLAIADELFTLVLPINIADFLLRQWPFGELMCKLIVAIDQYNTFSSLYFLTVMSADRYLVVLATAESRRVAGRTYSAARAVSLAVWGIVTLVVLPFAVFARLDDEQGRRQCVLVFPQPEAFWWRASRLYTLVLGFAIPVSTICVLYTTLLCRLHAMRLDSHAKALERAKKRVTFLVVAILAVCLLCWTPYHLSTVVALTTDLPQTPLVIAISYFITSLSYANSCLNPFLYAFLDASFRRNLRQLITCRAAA
V1R ag counter = counter-screen for oxytocin receptor agonists: human V1a receptor agonists; P37288; CHO-V1R cells, Fluo-8 calcium fluorescence, agonist mode; 0% DMSO, 100% 3 nM vasopressin; activation, % at 3 µM; 0.25% of 320,000 active;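 active = activation above the mean activation of all tested compounds plus 3 SD, per screening run, cut at about 20% in these data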;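 also: signal is peak over basal fluorescence ratio across a 100 second FLIPR read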
Target sequence (P37288 whole entry, looked up): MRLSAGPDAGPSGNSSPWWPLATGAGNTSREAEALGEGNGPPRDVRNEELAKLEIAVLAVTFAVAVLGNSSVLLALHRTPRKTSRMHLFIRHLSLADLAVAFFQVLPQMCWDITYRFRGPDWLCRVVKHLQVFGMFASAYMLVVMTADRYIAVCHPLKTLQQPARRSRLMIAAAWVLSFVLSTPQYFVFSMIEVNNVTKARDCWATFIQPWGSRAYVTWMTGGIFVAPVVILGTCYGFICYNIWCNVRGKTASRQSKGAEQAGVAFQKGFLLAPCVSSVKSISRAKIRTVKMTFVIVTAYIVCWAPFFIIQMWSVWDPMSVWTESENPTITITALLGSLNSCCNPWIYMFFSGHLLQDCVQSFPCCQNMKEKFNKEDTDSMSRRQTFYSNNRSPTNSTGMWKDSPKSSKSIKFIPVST
NS3 helicase inh = inhibitors of Hepatitis C virus NS3 helicase | 0.56% of 290,000 active | NS3 helicase DNA unwinding, Cy5 molecular beacon fluorescence | inhibition, % at 10.9 µM;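 active = inhibition above the mean of all tested compounds plus 3 SD, set per campaign, cut at about 35% in these data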;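 also: 0% = DMSO wells and 100% = thioflavine S control wells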
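Control set: DMSO versus 110 µM thioflavine S; Material: NS3 helicase fragment of HCV; Measured by: Cy5 fluorescence at 0 and 60 min, beacon hairpin quenching; Read-out basis: percent inhibition from t60/t0 fluorescence ratio; Times: reaction time 60 min, 25 °C; Repeats: single replicate; Compound dosing: single dose, 10.9 µM nominal final, DMSO 0.8% final.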
* hit, by the source's call; · = not tested or not shown.

molecule	DNA FID counter	PHOSPHO1 inh	VIM-2 inh	IMP-1 inh	OXTR agonist	GalR3 antagonist	GPR7 antag	V1R ag counter	NS3 helicase inh
C=CCN1C(=O)C2(/C(=C(\O)c3ccc4c(c3)OCCO4)C(=O)C(=O)N2CCCOC)c2ccccc21 (stereo unspecified)	-39	14	-3.1	-2.1	0.2	·	-1	0.3	14
COc1ccc(CN2CCN(Cc3cc4ccccc4o3)CC2CCO)cc1C (stereo unspecified)	8	45	-1.9	-2.6	0.9	-8	-15	0.3	-7
COc1ccc(C(=O)NC2CC2)cc1OC1CCN(Cc2ccc(F)cc2Cl)CC1	2	-1	-1.0	-1.8	-0.7	4	-1	-0.4	-6
CCOC(=O)c1c(-c2ccc(C)c(C)c2)csc1NC(=O)C1CC=CCC1C(=O)O (stereo unspecified)	-35	-3	-3.4	-1.5	-1.8	1	9	-0.2	3
CC(C)(C)c1ccc(S(=O)(=O)Nc2ccccn2)cc1	-5	41	-0.8	-2.2	0.1	-3	-4	0.1	-9
NC(=O)COC(=O)/C=C/c1ccccc1[N+](=O)[O-]	-1	15	-1.6	-4.6	0.4	2	-3	0.1	-4
COC(=O)c1c(C(=O)OC)c(-c2cccc(C)c2)n2c1CS(=O)C2 (stereo unspecified)	-4	33	0.1	-3.9	0.5	-4	1	0.3	-2
COc1ccc(C(NC(=O)/C=C/c2ccco2)c2ccc(OC)c(OC)c2)cc1 (stereo unspecified)	-24	4	-2.8	-0.8	0.2	-3	3	0.8	27
O=C(NCc1cccnc1)c1nc(-c2ccc(C(F)(F)F)cc2)no1	-10	32	-3.0	-2.4	3.8	-7	-4	7.3	5
CSc1nnc(-c2cccn(Cc3ccccc3)c2=O)o1	-8	-8	-0.3	-2.3	0.7	-6	-8	0.2	-13
O=C(OCC(=O)N1CCCC1=O)c1cccc(S(=O)(=O)N2CCOCC2)c1	-9	-2	-0.1	-0.2	0.2	2	2	6.0	2
CS(=O)(=O)N(CC(=O)N1CCN(c2cccc(Cl)c2)CC1)C1CCCCC1	-9	-17	-2.5	-1.8	3.3	-3	-9	3.6	-3
COc1cccc(C2CCCN2Cc2nc(CC3CC3)no2)c1 (stereo unspecified)	-8	-20	-4.9	-2.9	-1.4	-5	-1	-0.5	-5
COc1ccc(N(CC(=O)Nc2ccccc2C(=O)NCCc2ccccc2)S(C)(=O)=O)cc1OC	-30	8	-1.6	-4.4	0.6	1	-9	0.8	0
CSc1nc(N(C)C)c2ccccc2n1	-1	29	3.4	-1.1	-2.6	-3	-15	-0.6	-4
COc1cc(OC)cc(C(=O)Nc2ncc3c(n2)CC(C)CC3=O)c1 (stereo unspecified)	-17	3	-0.8	-3.0	-0.9	5	0	1.1	-5
CCN(CC(=O)Nc1c(C(=O)OC)[nH]c2ccc(C)cc12)c1ccc2c(c1)OCO2	-19	14	-0.9	-2.0	-1.4	-2	11	-0.3	0
COc1ccc(C)cc1NC(=O)c1cc2ccccc2o1	-4	16	-0.1	-1.5	-1.3	-4	6	-1.1	-5
Cc1cc(OC(=O)c2ccc(C(F)(F)F)cc2)c([N+](=O)[O-])c(=O)[nH]1	-2	36	-0.2	-2.8	0.3	3	-4	1.3	12
CC1CCCC(C)N1c1ccc(S(=O)(=O)N2CCOCC2)cc1Cl (stereo unspecified)	-32	18	-2.3	-4.6	-0.8	-7	-11	-0.5	-12
Cc1sc2ncn(CC(=O)N3CCN(c4ccccc4F)CC3)c(=O)c2c1S(=O)(=O)N1CCOCC1	-21	22	0.9	-1.9	0.3	-10	-7	-0.6	-3
CC1=CC(C)(C)N2C(=O)C3(SCC(=O)N3c3ccc(O)cc3)c3cc(C)cc1c32 (stereo unspecified)	-36	-10	-2.7	-3.5	8.9	-7	13	7.9	-6
Cc1nn(CC(O)Cn2cnc3c2c(=O)n(C)c(=O)n3C)c(C)c1Br (stereo unspecified)	-12	18	-5.0	-3.4	1.6	2	-9	1.0	0
Cn1c(=O)[nH]c(=O)c2c1nc(NCCCn1ccnc1)n2CCOc1ccccc1	2	9	21*	0.3	-0.5	-3	-3	1.0	-8
COc1cccc(C(=O)Oc2c(CN3CCOCC3)cc(Cl)c3cccnc23)c1	-6	17	-0.3	-1.8	-1.6	-4	-4	-0.2	1
C/C(=N\NC(=O)c1c[nH]c2ccccc12)c1ccccn1	2	40	-1.8	-1.2	0.0	-3	-1	0.3	-5
O=C(Cc1c[nH]c2ccccc12)NCc1ccco1	-1	22	-1.2	-4.0	-0.2	-1	3	0.8	2
CCOC(=O)c1cc(-c2ccc(OC)cc2)nn1-c1ccccc1C(=O)O	-39	25	0.7	0.3	0.2	-7	-11	0.5	4
COc1ccccc1-c1nc2ccc(Cl)cc2c(=O)n1O	-4	2	-3.2	-3.2	-0.2	-12	3	0.2	9
Cc1csc(NC(=O)c2ccc(S(=O)(=O)N(C)c3ccccc3)cc2)n1	-9	86*	-3.6	-2.3	1.9	-2	-4	5.4	0
CCOC(=O)c1cc(-c2csc(-c3ccc(C(F)(F)F)cc3)n2)on1	-1	27	-1.2	-3.4	-1.1	-3	-16	0.0	-1
CCN1CCN(C(=S)c2ccc(OC)cc2)CC1	1	8	1.4	0.2	0.9	-2	0	0.0	10
O=C(NNC(=O)c1cccc(Br)c1)Nc1ccc(Cl)cc1	-2	34	-3.7	-2.6	-0.2	-3	-8	1.4	-6
O=C(NCCC(c1ccccc1)c1ccccc1)c1cnc2sccn2c1=O	-12	-10	-5.9	-5.1	-2.4	-4	-2	-1.4	5
CCCCNC(=O)NS(=O)(=O)c1cnccc1Sc1ccc(Cl)cc1	-33	15	-1.4	-2.0	0.5	0	1	2.9	4
Nc1cc(Oc2cccnc2)cc([N+](=O)[O-])c1	0	28	1.0	-0.5	·	5	-2	·	-4
CN(C)C(=O)c1cn(-c2ccccc2)c(=O)c2ccccc12	-1	12	-1.1	1.4	0.7	-3	-14	-0.9	-4
COC(=O)CSc1nnc(CNC(=O)c2ccc(S(=O)(=O)N(C)C)cc2)n1C	-4	-21	-0.3	-1.7	1.0	-3	-11	0.8	-3
C[C@H]1CC[C@H]2C(=O)N3[C@H](c4cccc(N5CCCC5=O)c4)[C@@H](C)CC[C@H]3C(=O)N2[C@@H]1c1cccc(N2CCCC2=O)c1	-52	4	0.1	-0.6	0.5	·	-8	-1.2	6
COc1ccc(-c2cn3c4c(sc3n2)CCCC4)cc1	-14	36	-1.7	-2.2	-1.9	-6	-9	-0.9	-7
COc1ccc(C(=O)COC(=O)C2CCN(S(=O)(=O)c3cccc4cccnc34)CC2)cc1	-12	7	-4.0	-4.2	1.0	-3	-11	3.7	-6
COc1ccc2c(c1)OC(c1ccccc1)(C(F)(F)F)NC2=O (stereo unspecified)	-5	-2	-1.1	1.3	-3.2	-4	-8	-0.4	4
c1csc(-c2nn3c(Cn4cnc5ccccc54)nnc3s2)c1	-11	83*	-1.9	-4.5	1.4	-8	-8	2.4	1
S=c1[nH]nc(-c2cc(-c3ccccc3)n[nH]2)n1/N=C/c1c(Cl)cccc1Cl	-10	-6	-2.8	-2.7	-0.9	-7	-7	0.4	-2
O=C(CN1CCOCC1)n1c2ccccc2c2ccccc21	-2	-15	-6.0	-1.1	-1.7	7	-14	0.4	-4
COC(=O)c1sc(NC(=O)c2c(-c3ccccc3)noc2C)nc1C	-23	66*	-2.0	-4.7	-0.4	0	-17	-0.3	0
Cc1cc(C)n2cc(CSc3ccccn3)nc2n1	-3	-4	-4.8	-4.9	-0.2	1	-10	0.1	5
CCOC(=O)C1CCN(c2c(N(C)Cc3ccco3)c(=O)c2=O)CC1	-8	-1	-4.3	-2.5	0.6	0	-13	-0.6	4

Shown with two lines to a compound: part of the list above.
Second line of a record – DNA FID counter, PHOSPHO1 inh, VIM-2 inh, IMP-1 inh, OXTR agonist, GalR3 antagonist, GPR7 antag, V1R ag counter, NS3 helicase inh
Cc1cc(C)n2cc(CSc3ccccn3)nc2n1
→ -3, -4, -4.8, -4.9, -0.2, 1, -10, 0.1, 5
CCOC(=O)C1CCN(c2c(N(C)Cc3ccco3)c(=O)c2=O)CC1
→ -8, -1, -4.3, -2.5, 0.6, 0, -13, -0.6, 4

More compounds
molecule	DNA FID counter	PHOSPHO1 inh	VIM-2 inh	IMP-1 inh	OXTR agonist	GalR3 antagonist	GPR7 antag	V1R ag counter	NS3 helicase inh
CC(=O)N1c2ccc(S(=O)(=O)NCC3CCC(C(=O)N(C)Cc4ccccc4)CC3)cc2CC1C (stereo unspecified)	-67	27	-0.4	-2.0	4.3	-8	-1	4.8	-4
Cc1ccc(C)c(CSc2nnc(-c3cccnc3)o2)c1	-17	-16	-0.4	-1.6	-1.0	-7	6	-0.7	-4
COC(=O)c1cc(OC)c(OC)cc1NC(=O)c1ccccc1C	-11	20	-0.3	-1.4	-1.6	2	4	-1.1	-1
Cc1ccc(N(CC(N)=O)C2SC(=O)N(Cc3cccc(C(=O)O)c3)C2=O)cc1 (stereo unspecified)	-9	38	-3.4	-2.4	1.0	-1	1	1.1	10
Cc1cccc(N2C(=O)N3[C@H](c4ccc(Br)cc4)[C@@H]4C(=O)N(C(C)(C)C)C(=O)[C@@H]4[C@]3(Cc3ccc(Cl)cc3)C2=O)c1	-20	-13	-4.0	-4.8	-0.2	-7	-4	-0.3	-16
O=C(COC(=O)c1ccccc1Nc1ccccc1)NCc1ccccc1Cl	-7	-5	-2.7	-2.4	-1.3	-5	-1	0.4	9
Cc1ccc2c(c1)C1OCCC1C1N2C(=O)C2C(C(=O)O)C3C=CC21O3 (stereo unspecified)	0	-22	7.0	0.6	0.4	1	-16	0.1	7
COC(=O)C1CCN(C(=O)N2CCOCC2)CC1	2	-25	0.9	-1.5	0.6	3	16	0.8	1
O=C(CSc1nnnn1C1CCCC1)Nc1ccc2c(c1)OCCO2	0	-15	-2.5	-4.2	-0.4	-5	-6	0.5	6
CCOC(=O)N1CCC(NC(=O)CCS(=O)(=O)c2ccc3c(c2)CCN3C(C)=O)CC1	-3	4	-2.9	-5.2	0.8	-4	-13	1.3	-7
Cc1c(C(=O)N(C)C2CCCCC2)sc2ncnc(N3CCN(c4ccccc4)CC3)c12	-57	37	-2.4	-2.1	-1.9	0	-22	-1.6	-16
CCCCn1c(-c2cccnc2)n[nH]c1=S	-7	-10	20*	-4.9	1.1	-3	-8	-0.6	10
CCOC(=O)C(=O)Nc1ccccc1C(=O)NC(C)C	-5	4	-0.7	-2.4	0.0	-1	6	-0.4	5
CC1=C(C(=O)N(C)C)C(c2ccc(C)s2)NC(=S)N1 (stereo unspecified)	-3	-23	-2.9	-3.0	-0.4	1	-7	-0.3	6
O=C(COC(=O)CNC(=O)C1CCCCC1)Nc1ccc(Cl)cn1	-3	·	0.1	-2.8	-1.5	-5	-3	-0.5	0
CCOC(=O)N1CCN(C(=O)C2CCN(C(=O)c3cc(OC)cc(OC)c3)CC2)CC1	-35	-11	-1.0	-3.2	-1.3	3	0	0.3	2
